From PubChem BioAssay
GoLoco inh red = inhibitors of human Gai1-RGS12 GoLoco interaction (red fluorophore); P63096; Gai1:RGS12 GoLoco peptide FP, rhodamine, 10 min; Potency, µM (titrated, usually from 61.6 µM), for inactives: top-dose activity, negative = inhibition, most hits filed as inhibitors; 230,000 tested, 0.44% active; AID 880; active means well fitted inhibition curve with a large enough effect, not every such curve was filed as active; inactive means no such curve, though single readings can be large or run the other way; further: on the % scale 0 is the no-effect control and ±100 the full control effect; nearly all actives have a fitted effect of over 30% in size; many of its hits are not listed in these tables
Target sequence (P63096 whole entry, looked up): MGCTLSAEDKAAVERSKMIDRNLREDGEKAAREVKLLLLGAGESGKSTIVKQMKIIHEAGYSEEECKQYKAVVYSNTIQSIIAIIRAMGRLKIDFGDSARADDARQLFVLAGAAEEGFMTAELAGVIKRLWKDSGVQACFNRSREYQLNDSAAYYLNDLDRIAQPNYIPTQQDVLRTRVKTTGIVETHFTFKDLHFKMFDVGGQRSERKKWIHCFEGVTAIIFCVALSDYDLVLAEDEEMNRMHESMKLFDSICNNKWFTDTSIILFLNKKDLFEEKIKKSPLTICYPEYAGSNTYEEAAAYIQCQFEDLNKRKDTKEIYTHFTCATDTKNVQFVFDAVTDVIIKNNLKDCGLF
GAA inh = alpha-glucosidase (human) inhibition. purified human GAA, 4-MU-alpha-glucoside fluorescence. 200,000 tested, 0.005% active. Potency, µM (doses to about 76.9 µM), inactives show at the top dose activity change, negative = inhibition, usual class: inhibitors. AID 1466;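 further: plate controls were uninhibited enzyme wells for no effect and no-enzyme background for full effect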
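Human alpha-glucosidase, 4 nM, pre-mixed with test compounds before 400 uM 4-methylumbelliferyl substrate; 20 min room temperature at pH 5.0. Fluorescence read after pH 10 stop; AC50 values from Hill-equation fits.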
HTT ATP protect = cytoprotection in Huntington HTT-Q103 PC12 cell model; PC12 HTT-Q103 induced, cytoprotection, ATP luminescence, 40 h; 230,000 tested, 0.14% active; AID 1471; Potency, µM (titrated, usually from 56.4 µM), for the others: cytoprotection (ATP increase), actives largely listed as activators;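 further: % of control where 0% means no effect; nearly all actives have a fitted effect of over 45% in size; toxic huntingtin expression switched on by the ecdysone agonist tebufenozide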
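PC12 cells with ecdysone-inducible HTT exon 1 Q103-GFP, induced with 100 nM tebufenozide and co-treated with library compounds in a dose series (1536-well, 1500 cells/well). Cytoprotection read as ATP content by ATPlite luminescence.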
GAA spleen mod = lysosomal alpha-glucosidase (human) modulation. AID 2112. 240,000 tested, 0.006% active. P10253. human spleen homogenate, 4-MU-alpha-glucoside fluorescence. Potency, µM (highest dose often 79.9 µM), for the others: at the highest dose activity change, negative = inhibition, actives largely listed as inhibitors;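 further: 0% = enzyme with vehicle and -100% = no enzyme basal signal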
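Human spleen homogenate (1 ug) incubated with compounds and 1 mM 4-methylumbelliferyl-alpha-D-glucopyranoside in pH 5.0 citrate/phosphate buffer, 37 C, 40 min. Stopped at pH 10; 4-MU fluorescence (Ex 365/Em 440 nm); AC50 by Hill fit.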
IMPase Li inh = membrane-permeable IMPase blocker, potentiated with lithium; Potency, µM (top dose mostly 59.4 µM), for inactives: top-dose activity, negative = IMPase inhibition, hits mostly inhibitors; 210,000 tested, 0.35% active; CHO-M1 cells, IP1 TR-FRET (IP-One), carbachol + lithium;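 further: IP1 builds up when IMPase is blocked and the TR-FRET signal falls; plate controls were basal vehicle for no effect and high inhibitor control for full effect; nearly all actives have a fitted effect of over 50% in size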
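Concentration–response in CHO-M1 cells, lithium-potentiated; 30 min at 37C. IP1 detected by competitive TR-FRET after 10 min lysis at RT. Hill-fitted AC50.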
HTT aggregate = reduces HttQ103-GFP aggregates in PC12 cells | PC12 HttQ103-GFP aggregates, Acumen cytometry, 40 h | Potency, µM (series often up to 46.1 µM), for inactives: at the top dose activity change, negative = inhibition, usual class: inhibitors | 220,000 tested, 1.1% active | AID 1688; further: on the % scale 0 is the no-effect control and ±100 the full control effect; nearly all actives have a fitted effect of over 60% in size
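Quantitative HTS on tebufenozide-induced (100 nM) PC12 cells stably expressing polyQ103 Huntingtin exon 1–GFP. Reduction of bright GFP aggregates, detected by laser scanning cytometry after lysis, identified actives across the titration.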
GAA glycogen = inhibitors or activators of human alpha-glucosidase glycogen cleavage; 300,000 tested, 0.38% active; Potency, µM (highest dose often 76.4 µM), for inactives: at the highest dose activity change, negative = inhibition, most hits filed as inhibitors; recombinant GAA, glycogen substrate, Amplex Red glucose oxidase fluorescence; P10253;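 further: 0% = full enzyme reaction and -100% = no-enzyme basal signal; the screen sought inhibitors and activators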
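Natural-substrate format: glycogen cleavage by 4 nM human enzyme, glucose read by Amplex Red coupling (Ex 573, Em 610 nm). Normalized to enzyme and no-enzyme controls.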
Numbers without * were called inactive; ? = inconclusive; . = no result given; [ ] = remark or other dose. Unless noted, the call rests on the fitted dose curve; in most records, active means well fitted curve in the direction sought with a large enough effect; inconclusive means small, poorly fitted or top-dose-only effect, or another doubt; inactive means no such curve, though single readings can be large; an effect the other way counts as inactive or inconclusive. Potency means the concentration at half of the fitted maximal effect. Some of the compounds tested; count on the stated rates, not on these rows.

SMILES	GoLoco inh red	GAA inh	HTT ATP protect	GAA spleen mod	IMPase Li inh	HTT aggregate	GAA glycogen
O=C(O)c1ccc(-c2nc(-c3ccccc3)c(-c3ccccc3)[nH]2)cc1	0%	?	6%[10 µM]	?	-17%	13%	7%
C=C(C)CNC(=S)N=Nc1c(O)[nH]c2ccc([N+](=O)[O-])cc12	8%	-1%	-12%	3%	2%	?	-10%
N#Cc1cccc(CS(=O)(=O)c2nnnn2C2CCCCC2)c1	3%	.	?	1%	10%	.	.
CN(C(=O)c1ccc2c(=O)n3c(nc2c1)CCCCC3)c1ccccc1Cl	4%	.	-9%[10 µM]	0%	.	38%[9.22 µM]	-1%
COc1cc(NC(=O)CSc2nccc(C)n2)c(C(=O)O)cc1OC	.	2%	-6%	-2%	.	5%	-4%
N/C(=N\OC(=O)c1cccc(Cn2cc(C(F)(F)F)ccc2=O)c1)c1ccc(Cl)cc1	4%	-13%	-3%[10 µM]	2%	.	3%[9.22 µM]	-9%
COCCn1cc(C(=S)N2CCOCC2)c2ccccc21	11%	-3%	-3%[10 µM]	-2%	7%[38.3 µM]	-17%	10%
CCCC(=O)Nc1cc(Cl)ccc1C	7%	-1%	5%[10 µM]	4%	0%	4%	?
CCCN1CCC(NC(=O)CCc2nnc(-c3ccccc3)o2)CC1	4%	2%	-2%	4%	0%	-8%	1%
COc1ccccc1NC(=O)CSc1nnnn1-c1ccc(C(=O)O)cc1	4%	-13%	13%[10 µM]	1%	0%	23%[9.22 µM]	4%
OCCNCC(O)Cn1ccc2ccccc21 (configuration not stated)	7%	-2%	-4%[10 µM]	-6%	-8%[38.3 µM]	-8%	6%
COc1ccc(C(=O)/C=C/c2ccc(OC(=O)c3cc(OC)c(OC)c(OC)c3)cc2)cc1	-5%	-5%	-4%[10 µM]	4%	1%	-8%	-5%
Cc1cccc(OCC(O)Cn2c(NCc3cccnc3)nc3c2c(=O)[nH]c(=O)n3C)c1 (configuration not stated)	-4%	5%	-12%	-5%	-11%[38.3 µM]	23%	0%
O=C(c1ccc2c(c1)OCO2)N1CCC2(CC1)Oc1ccc(F)cc1C(=O)C21CC(c2cccnc2)=NO1 (configuration not stated)	3%	.	-8%[10 µM]	4%	.	27%[9.22 µM]	-5%
CCCC/C=C/C(NC(=O)c1ccc(-c2ccccc2)cc1)c1ccccc1 (configuration not stated)	4%	.	-27%	-3%	-15%	.	.
O=C(CN1CCN(c2ccc(F)cc2)CC1)Nc1cccnc1Cl	-17%	-1%	-16%[10 µM]	0%	14%	-18%[9.22 µM]	-9%
Cc1cc(/C=N/NC(N)=S)c(C)n1-c1ccc(Br)cc1	30%	5%	-27%	-14%	18%	-29%	12%
CCN1CCN(c2nc(-c3cccnc3)nc3ccccc23)CC1	7%	-2%	6%	-1%	30%[38.3 µM]	0%	1%
COc1ccc(NS(=O)(=O)c2ccc(NC(=O)c3ccccc3Br)cc2)nn1	-6%	0%	-11%[10 µM]	1%	1%	-25%[9.22 µM]	11%
CCOC(=O)N1CCN(S(=O)(=O)c2ccc(C(=O)Nc3ccc(F)cc3F)cc2)CC1	-12%	-3%	-78%[inhibitor]	-11%	8%[38.3 µM]	-12%	-10%
CCOc1ccccc1Nc1nc(N)nc(CN2CCCCC2C)n1 (configuration not stated)	15%	7%	-29%[10 µM]	-2%	10%	-12%[9.22 µM]	3%
CCOC(=O)c1cn(Cc2cccc(Cl)c2)nn1	11%	-8%	.	-7%	-9%	-15%	4%
O=C(Nc1ccc(Cl)cc1)Nc1ccc(N2CCC(C(F)(F)F)CC2)nc1	7%	.	33%[10 µM]	-5%	.	-14%[9.22 µM]	-4%
O=C(OCCN1CCCC1=O)c1cc(F)c(F)c(F)c1F	-2%	0%	19%[10 µM]	1%	-1%	-11%	0%
CC(=O)c1c(N2CCN(Cc3ccccc3)CC2)[nH]c(-c2ccccc2)nc1=S	19%	-4%	-15%[10 µM]	1%	1%[38.3 µM]	-3%	-12%
CCCCOc1ccc(NC(=O)CCSc2nccn2C)cc1	14%	12%	14%[10 µM]	-3%	-1%	-14%[9.22 µM]	-7%
Cc1oncc1C(=O)NC(C)C	3%	-12%	11%	2%	-11%[38.3 µM]	2%	7%
CCCCNC1=NCCS1	2%	-3%	-17%	-1%	-2%	0%	1%
CCOC(=O)N1CCC(C(=O)Nc2ccc(OCC)cc2)CC1	12%	4%	2%	0%	2%	6%	14%
O=C(O)CSCc1cnn(-c2ccccc2)c1-n1cccc1	7%	3%[15.4 µM]	17%[0.074 µM]	-7%	22%[38.3 µM]	?	-3%
Clc1ccc(-c2nnc3n2-c2ccccc2SC3)cc1	0%	.	-1%[10 µM]	1%	.	0%[9.22 µM]	6%
CCCn1c(=O)c2ccccc2n2c(SCCOc3ccccc3)nnc12	-6%	?	-16%[10 µM]	2%	21%[38.3 µM]	1%[9.22 µM]	-1%
CC1CCCC(NC(=O)C2CCN(S(=O)(=O)N3CCCCCC3)CC2)C1C (configuration not stated)	12%	-3%	.	-6%	7%	1%	5%
COC(=O)c1sc2nc(-c3ccccc3)nc(N3CCN(C)CC3)c2c1C	51%[activator]	?	-55%[inhibitor]	-7%	42%[activator][38.3 µM]	-5%	-7%
O=C(COc1ccc2ccccc2c1Br)Nn1cnnc1	9%	0%	-15%	0%	?	-1%	-4%
OC(CSc1ccc(F)cc1)CN1CCN(c2ccccc2)CC1 (configuration not stated)	-15%	-16%	-49%[inhibitor]	-6%	-1%	-8%	2%
Cc1nc2c(-c3ccc(F)cc3)c(C)nn2c(C)c1CCC(=O)N1CCN(c2ccccn2)CC1	-7%	-5%[15.4 µM]	-7%	4%	21%[38.3 µM]	3%	0%
C=CCN1C(=NC(=O)CCC)SC2CS(=O)(=O)CC21 (configuration not stated)	0%	-2%	-2%	-1%	-4%[38.3 µM]	-16%	-5%
O=C(CCc1ccccc1)NNC(=S)NC(=O)c1ccc(Cl)cc1	-4%	0%	3%	-1%	7%[38.3 µM]	-11%	-12%
CN(C)CCCN(C(=O)c1ccc(S(=O)(=O)N(C)C)cc1)c1nc2cc3c(cc2s1)OCO3	-7%	-4%	-4%	6%	17%	23%	13%
COc1cccc(NC(=O)Nc2cccn(Cc3ccc(C)cc3)c2=O)c1	-3%	-10%	-4%[10 µM]	3%	8%	-1%[9.22 µM]	0%
COCc1cc(=O)[nH]c(SCC(=O)Nc2ccccc2)n1	-3%	0%	1%[10 µM]	8%	-7%[38.3 µM]	-7%	10%
Cc1ccc(Cl)cc1NS(=O)(=O)c1c(C)[nH]c(=O)[nH]c1=O	3%	4%	-3%[10 µM]	-7%	-6%	-8%	-9%
CC1CCCCN1C/C=C/c1ccccc1[N+](=O)[O-] (configuration not stated)	3%	-3%	19%	1%	27%[38.3 µM]	3%	9%
COC(=O)C1=C(CSc2nc3c(cc2C#N)CN(C)CC3)OC(N)=C(C#N)C1c1ccc(F)cc1 (configuration not stated)	37%[activator]	4%	14%[10 µM]	-19%	6%	-5%	7%
O=c1[nH]c(SCc2ccccc2F)nc2ccccc12	3%	11%	-13%[10 µM]	3%	8%	-7%[9.22 µM]	-10%
Cc1onc(-c2ccccc2)c1C(=O)NCCc1ccc(S(N)(=O)=O)cc1	-3%	-3%	-7%	5%	26%[38.3 µM]	?	-8%
C#CCOCCOCCOCCNc1nc(N2CCN(C(=O)[C@H](CCC(=O)O)n3cc(C(N)CO)nn3)CC2)nc(N2CCN(C(=O)[C@H](Cc3ccc(O)cc3)n3cc(C(N)[C@H](C)CC)nn3)CC2)n1 (some centres not stated)	2%	.	7%[10 µM]	4%	3%	-1%[9.22 µM]	2%
CON(C)S(=O)(=O)c1ccc2c(c1)NC(=O)C1CCCN21 (configuration not stated)	5%	?	-14%	-9%	6%[38.3 µM]	-3%	-8%
COC(=O)Nc1c(-c2ccccc2)nc2ccc(C)cn12	6%	-1%	-63%[inhibitor][10 µM]	4%	-4%[38.3 µM]	9%	-9%
COc1ccc(C(C)N2CC34C=CC(O3)C(C(=O)OCC(C)C)C4C2=O)cc1 (configuration not stated)	6%	-2%	6%	-4%	7%	9%	5%
COc1cc(CNc2ccc3c(c2)CCC3)cc(OC)c1O	-9%	5%	-5%[10 µM]	-17%	8%	17%	25µM*
O=C(CN(C(=O)CSc1nc2ccccc2o1)c1cccc(F)c1)NC1CCCCC1	-1%	?	-37%	8%	16%[38.3 µM]	6%	13%
Cc1ccc(-n2c(SCC(=O)NCc3cccs3)nnc2-c2ccoc2C)cc1	-1%	-3%	-10%[10 µM]	-3%	-8%[38.3 µM]	-5%	0%
O=C(Nc1cccc([N+](=O)[O-])c1)c1ccc2c(c1)OCO2	-5%	1%	.	1%	-4%	-18%	9%
CCOC(=O)N1CCN(C(=O)Cc2cccc3ccccc23)CC1	8%	-1%	15%[10 µM]	1%	-4%	-3%[9.22 µM]	6%
Cc1cc(N2CCN(c3nc(-c4ccccc4)cs3)CC2)c2ccccc2n1	4%	7%	-143%[inhibitor]	7%	20%	?	17%
CC(C)Cn1c(SC(C)C(=O)Nc2ccc(N3CCOCC3)cc2)nc2ccccc21 (configuration not stated)	12%	?	-8%[1.9 µM]	-8%	-5%	7%	6%
O=C(NCCc1cccc(Cl)c1)c1cccnc1	-4%	?	1%[10 µM]	2%	2%[38.3 µM]	-20%	.
CC1(C)CC(=O)C2=C(C1)OC(N)=C([N+](=O)[O-])C2c1ccc(C#N)s1 (configuration not stated)	-5%	5%	-5%[10 µM]	-21%	9%	8%[9.22 µM]	9%
Cc1ccc(NC(=O)C(=O)Nc2ccc(C)cn2)nc1	3%	7%	-13%	-3%	0%	-4%	2%
O=C(CSc1nnc(NCc2ccccc2)s1)N1CCOCC1	-4%	0%	.	2%	-6%	10%	-5%

4 compounds from above, reduced to HTT aggregate:
Structure | HTT aggregate
COc1ccc(C(C)N2CC34C=CC(O3)C(C(=O)OCC(C)C)C4C2=O)cc1 (configuration not stated) | 9%
Cc1cc(N2CCN(c3nc(-c4ccccc4)cs3)CC2)c2ccccc2n1 | ?
O=C(CSc1nnc(NCc2ccccc2)s1)N1CCOCC1 | 10%
CC1(C)CC(=O)C2=C(C1)OC(N)=C([N+](=O)[O-])C2c1ccc(C#N)s1 (configuration not stated) | 8%[9.22 µM]
